# FLuc act counter: FLuc activators, initial screening, artefact control for FLuc-dependent activation tests, biochemical, ATPlite luminescence | Luciferin 4-monooxygenase (Photinus pyralis), P08659 | ATPlite luciferase biochemical, 10 min; 0 = ATP-free wells, 1 = DMSO control | activation factor at 10 µM | 200,000 tested, under 10 active;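 active means luciferase activation factor, scaled between plate controls, of at least 2 with compound at 10 µM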
# Target sequence (P08659 whole entry, looked up): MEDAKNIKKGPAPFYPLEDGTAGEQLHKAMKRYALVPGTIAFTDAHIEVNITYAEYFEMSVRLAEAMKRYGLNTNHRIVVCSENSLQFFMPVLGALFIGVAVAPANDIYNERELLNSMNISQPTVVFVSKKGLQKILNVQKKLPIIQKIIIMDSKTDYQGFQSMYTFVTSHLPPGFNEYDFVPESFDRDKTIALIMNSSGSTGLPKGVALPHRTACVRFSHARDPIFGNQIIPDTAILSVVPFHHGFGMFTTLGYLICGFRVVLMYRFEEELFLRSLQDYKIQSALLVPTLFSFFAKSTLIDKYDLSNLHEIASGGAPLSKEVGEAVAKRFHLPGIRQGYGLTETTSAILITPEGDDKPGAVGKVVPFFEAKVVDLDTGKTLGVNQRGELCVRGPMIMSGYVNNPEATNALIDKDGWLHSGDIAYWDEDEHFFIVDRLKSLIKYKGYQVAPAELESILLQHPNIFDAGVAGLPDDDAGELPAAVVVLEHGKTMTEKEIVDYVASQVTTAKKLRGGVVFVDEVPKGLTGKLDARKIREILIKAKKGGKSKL
#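 Material: Luciferase/luciferin reagent mix | Doses: Test compounds dosed from 2 mM stocks in 100% DMSO | Timing: 10 min incubation after luciferase reagent addition, room temperature | Measured by: Luminescence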
# RAM inhibit: inhibitors of the yeast RAM network, primary screen, dse1pr::URA3 reporter, 5-FOA selection; S. cerevisiae dse1pr::URA3 reporter, 5-FOA growth OD615, 2 d; analog-sensitive cbk1-as2 kinase mutant strain; inhibition, % at 50 µM; hit rate 1.8% among 190,000;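 active means inhibition above a set limit, 3 SD over mean compound inhibition, cut at about 8.4% in these data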;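 further: 0% = DMSO-only wells with no growth and 100% = 10 µM 1-NA-PP1 full growth; inhibition rescues growth on 5-FOA so higher OD means more RAM inhibition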
# TNAP inh no acc: human TNAP enzyme inhibitors, primary screen, biochemical, luminescent, no phosphate acceptor, uHTS | purified TNAP, CDP-star luminescence, 30 min | inhibition, % at 20 µM | hit rate 0.26% among 200,000 | AID 1012, 2008 | Alkaline phosphatase, tissue-nonspecific isozyme (Homo sapiens), P05186;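 active means tissue-nonspecific alkaline phosphatase inhibition above about 50% at 20 µM in the single-dose screen, limit read from the data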;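 further: 0% = DMSO negative control and 100% = EDTA positive control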
# Target sequence (P05186 whole entry, looked up): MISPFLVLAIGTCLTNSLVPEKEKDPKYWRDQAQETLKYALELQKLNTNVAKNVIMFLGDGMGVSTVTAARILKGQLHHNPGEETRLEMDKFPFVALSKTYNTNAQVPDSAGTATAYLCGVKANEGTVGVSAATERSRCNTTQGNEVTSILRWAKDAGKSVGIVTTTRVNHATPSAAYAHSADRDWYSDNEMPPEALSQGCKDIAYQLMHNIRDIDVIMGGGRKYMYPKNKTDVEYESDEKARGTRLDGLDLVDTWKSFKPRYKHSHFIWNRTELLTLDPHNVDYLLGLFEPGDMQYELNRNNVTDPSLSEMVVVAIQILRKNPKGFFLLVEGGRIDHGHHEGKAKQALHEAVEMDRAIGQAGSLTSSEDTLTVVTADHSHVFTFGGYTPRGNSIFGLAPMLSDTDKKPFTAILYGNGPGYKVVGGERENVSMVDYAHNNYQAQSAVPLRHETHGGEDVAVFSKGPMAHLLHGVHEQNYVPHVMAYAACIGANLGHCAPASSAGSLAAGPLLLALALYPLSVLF
# L major viab: Leishmania major promastigote growth inhibition, primary screen | Leishmania major promastigotes, resazurin fluorescence viability | hit rate 9% among 200,000 | inhibition, % at 10 µM; in the data active means inhibition above about 50%;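 further: promastigotes grown with compound for 44 hours at 28 °C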
# TNAP inh hiacc: human TNAP enzyme inhibitors, primary screen, biochemical, luminescent, high phosphate acceptor level, uHTS; hit rate 0.03% among 200,000; purified TNAP, CDP-star luminescence, 1 M DEA; AID 1135, 2008; inhibition, % at 20 µM;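 active means over 50% inhibition of tissue-nonspecific alkaline phosphatase at 20 µM in the single-dose screen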;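 further: plate controls were DMSO wells for no effect and EDTA-quenched wells as full inhibition for full effect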
# TNAP act hi DEA: TNAP activators at high phosphate acceptor level, primary screen, biochemical, luminescence, uHTS | AID 1136, 2008 | 200,000 tested, under 10 active | Alkaline phosphatase, tissue-nonspecific isozyme (Homo sapiens), P05186 | purified TNAP, CDP-star luminescence, 1 M DEA, 30 min; active compounds read high; 0 = EDTA background, 1 = DMSO-only activity | activation factor at 20 µM;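 active means activation factor at least 2 at 20 µM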
#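 system = human TNAP | amount = enzyme diluted 1/800 final | reagent = 100 µM CDP-star substrate | signal = luminescent substrate turnover signal | dosing = one dose, 20 µM | benchmarks = EDTA negative control, DMSO positive control | measure = activation factor | timing = 30 min reaction, room temperature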
# FLuc inh counter: firefly luciferase enzyme inhibitors, primary screen, artefact control for luciferase-based inhibitor screens, biochemical, luminescence, ATPLite. inhibition, % at 10 µM. Luciferin 4-monooxygenase (Photinus pyralis), P08659. 10 min. hit rate 1.5% among 200,000;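 active means inhibition above about 50% when tested at 10 µM, limit read from the data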
# bIAP activator: bovine intestinal alkaline phosphatase activators, primary screen, biochemical, bovine IAP, CDP-star luminescence | alkaline phosphatase, intestinal [Bos taurus] | purified bovine IAP, 30 min; active compounds read high; fold of DMSO-control signal, blank-subtracted | activation factor at 20 µM | hit rate 0.17% among 200,000 | AID 1016, 2008;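 active means activation factor of 2 or more at 20 µM, a signal rise over negative controls twice the positive control's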
# APP 5UTR inh: inhibitors of APP translation via 5'UTR reporter, primary screen, APP 5'UTR luciferase, SH-SY5Y cells; SH-SY5Y APP 5'UTR-luciferase reporter, luminescence; inhibition, % at 2 µM; hit rate 0.82% among 190,000;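 active means inhibition above a set limit, derived from the sample mean plus 3 SD, cut at about 45% in these data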; further: values of inactives mirror those of a sister screen read the other way
# bIAP inh: bovine intestinal alkaline phosphatase inhibitors, primary screen, selectivity assay for TNAP inhibitor project, biochemical, bovine IAP, CDP-star luminescence; alkaline phosphatase, intestinal [Bos taurus]; purified bovine IAP, 30 min; inhibition, % at 20 µM; 190,000 tested, under 10 active; AID 1019, 2008;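 active means over 50% inhibition of intestinal alkaline phosphatase at 20 µM in the single-dose screen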
#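 Assay system – bovine IAP enzyme · Quantity – bovine IAP at 1/65,000,000 final dilution · Detection – CDP-star luminescence signal · Times – 30 min reaction at room temperature · Also added – CDP-star substrate at 30 µM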
# Numbers without * were called inactive; · = not tested or not shown.
# Preview, 3 compounds:
# Under each structure: FLuc act counter, RAM inhibit, TNAP inh no acc, L major viab, TNAP inh hiacc, TNAP act hi DEA, FLuc inh counter, bIAP activator, APP 5UTR inh, bIAP inh
> CCOC(=O)c1cnn(CCOC(=O)c2ccccc2)c1NC(=O)c1ccccc1
  1, 3.8, -5.3, -3.9, -0.5, 1, -0.1, 1, -6.5, 0.1
> O=C1C2C3C=CC(C2C(=O)N1C1CCCCC1)C1C2C(=O)N(C4CCCCC4)C(=O)C2C31 (stereo not given)
  1, 5.4, -14.1, 8.6, -6.2, 1.1, -0.7, 1, 4.3, 4.3
> CCn1c(SCC(N)=O)nnc1-c1ccc2c(c1)OCO2
  1.1, 0.5, -8.4, -5.0, -0.6, 1, -6.1, 0.9, -9.4, 7.3

# Results, repeating the preview:
# Under each structure: FLuc act counter, RAM inhibit, TNAP inh no acc, L major viab, TNAP inh hiacc, TNAP act hi DEA, FLuc inh counter, bIAP activator, APP 5UTR inh, bIAP inh
> CCOC(=O)c1cnn(CCOC(=O)c2ccccc2)c1NC(=O)c1ccccc1
  1, 3.8, -5.3, -3.9, -0.5, 1, -0.1, 1, -6.5, 0.1
> O=C1C2C3C=CC(C2C(=O)N1C1CCCCC1)C1C2C(=O)N(C4CCCCC4)C(=O)C2C31 (stereo not given)
  1, 5.4, -14.1, 8.6, -6.2, 1.1, -0.7, 1, 4.3, 4.3
> CCn1c(SCC(N)=O)nnc1-c1ccc2c(c1)OCO2
  1.1, 0.5, -8.4, -5.0, -0.6, 1, -6.1, 0.9, -9.4, 7.3
> Cc1ccc(NC(=S)N/C(=N/S(=O)(=O)c2ccccc2)c2ccccc2)cc1
  1, 1.8, 20.7, -6.5, 0.3, 1, -4.4, 0.5, -55.1, ·
> CCN1CCN(Cc2nc3c(c(=O)n(C)c(=O)n3C)n2CC(=O)c2ccccc2)CC1
  1.1, 0.6, -15.0, 1.8, -5.5, 1.1, -8.8, 1, -9.7, 4.0
> COCCOC(=O)c1c(C)oc2ccc(O)c(CN3CCC(C)CC3)c12
  1, 0.2, -9.7, -5.0, -3.6, 1, -3.4, 1, 7.1, 2.2
> CC(C)NC(=O)C1CCN(C2CCN(C(=O)c3cc4c(s3)CCCCC4)CC2)CC1
  1, 1.5, -15.7, 89.3*, -5.4, 1.1, 1.7, 1.3, 18.9, -30.8
> CC1=C(C(=O)Nc2ccccc2)C(c2ccccc2[N+](=O)[O-])NC(=O)N1 (stereo not given)
  1, 1.1, -5.8, 2.6, 0.4, 1, -2.2, 0.9, -2.6, 8.9
> CCn1c(=O)[nH]c2cc(C(=O)N3CCN(c4ccccc4)CC3)ccc2c1=O
  1.1, 2.3, -3.9, -5.5, -8.0, 1.1, -11.1, 0.7, -13.8, 26.3
> O=C(N/N=C/C1CC=CCC1)c1ccc(O)cc1O (stereo not given)
  0.9, 0.4, 5.6, -7.6, -2.6, 1, 11.4, 0.6, -47.3, 38.0
> O=C(Cn1nc(-c2ccccc2)ccc1=O)Nc1cccc(NC(=O)c2ccccn2)c1
  1, 1.9, -13.3, -2.7, -4.7, 1, -2.8, 0.9, -2.9, 11.9
> CS(=O)(=O)c1ccc(C(=O)OCC(=O)NC(=O)C2CCCCC2)cc1[N+](=O)[O-]
  1.1, 2.3, -5.0, -2.7, -2.9, 1, -9.4, 1, -9.1, -0.1
> CCN(CC)c1ccc2c(C)c(Cl)c(=O)oc2c1
  1, -1.6, -20.4, 3.5, -15.4, 1.2, -4.6, 1.4, 14.0, -40.7
> COc1ccccc1CCNC(=O)NC1CCCCC1
  1, 2.2, -13.6, -0.1, -6.8, 1.1, 4.9, 0.8, 2.7, 16.0
> Cc1ccc(-c2csc3nc[nH]c(=S)c23)cc1C
  1, 1.4, -13.7, 7.4, 1.8, 1, -4.4, 1.1, -25.0, -7.2
> COc1ccc(-c2nc(-c3ccc(Br)o3)no2)cc1OC
  1, 0.7, -9.4, -6.5, 3.5, 1, 3.5, 0.9, -4.8, 9.4
> CCOC(=O)CC1=C(C(=O)OCC)C(c2cccs2)C(C#N)=C(N)O1 (stereo not given)
  1.1, 1.0, -4.0, -0.2, -1.3, 1, -8.3, 0.9, 22.1, 6.2
> CC(C)n1c(SCCCc2ccccc2)nc2c1c(=O)[nH]c(=O)n2C
  1, 1.3, -2.4, -5.8, -0.7, 1, -2.6, 0.9, 5.2, 11.4
> COc1c(F)c(F)c(C(=O)Nc2ccccc2N2CCN(C(=O)C(C)C)CC2)c(F)c1F
  1, -0.9, -5.9, 51.0*, -3.1, 1, 4.6, 1.2, -17.7, -19.3
> Cc1cc(C)c2nc(-c3ccco3)cc(C(=O)O)c2c1
  1, 0.8, -4.5, -7.3, 0.7, 1, 4.0, 1.1, -13.4, -11.6

# Individual results from the list.
# Entry of COc1c(F)c(F)c(C(=O)Nc2ccccc2N2CCN(C(=O)C(C)C)CC2)c(F)c1F under FLuc inh counter: 4.6
# Entry of COc1ccccc1CCNC(=O)NC1CCCCC1 under L major viab: -0.1
# Entry of CCN1CCN(Cc2nc3c(c(=O)n(C)c(=O)n3C)n2CC(=O)c2ccccc2)CC1 under TNAP act hi DEA: 1.1
# Entry of CCn1c(=O)[nH]c2cc(C(=O)N3CCN(c4ccccc4)CC3)ccc2c1=O under FLuc inh counter: -11.1

# (listing goes on)
# Under each structure: FLuc act counter, RAM inhibit, TNAP inh no acc, L major viab, TNAP inh hiacc, TNAP act hi DEA, FLuc inh counter, bIAP activator, APP 5UTR inh, bIAP inh
> CCN(CC)C(=O)C1=C(C)NC(=O)NC1c1c(F)cccc1Cl (stereo not given)
  1, 0.1, -11.8, 3.4, -3.6, 1, -3.1, 1, 6.2, 4.2
> COC(=O)c1c(NC(=O)COC(=O)[C@@H](NS(=O)(=O)c2cccc(Cl)c2)C(C)C)sc2c1CCC2
  1.1, 3.0, -5.2, 28.7, -7.3, 1.1, -5.8, 1.1, -12.9, -6.8
> C=CCn1c(C(CCCC)CC(C)O)n[nH]c1=S (stereo not given)
  1, 0.9, -2.2, 32.8, -2.2, 1, -0.6, 0.8, -4.7, 17.1
> Cc1cc(C)n(Cc2ccc(Cl)cc2Cl)c(=O)c1S(=O)(=O)c1ccccc1
  1, 8.9*, -17.9, -1.3, 0.5, 1, 3.9, 0.8, -7.8, 24.9
> COc1cccc(-n2nc(C(=O)Nc3ccc4c(c3)OCO4)c3ccccc3c2=O)c1
  1, 2.8, -3.1, 24.1, 0.5, 1, 0.2, 1, -10.0, 1.3
> CC(C)c1ccc(NC(=O)CCNS(=O)(=O)c2cccc3nsnc23)cc1
  1.1, 2.6, -1.1, 1.7, -5.7, 1.1, -8.2, 0.7, ·, 27.5
> CCCCN1C(=O)CC(Sc2ccccc2C(=O)O)C1=O (stereo not given)
  1, 0.3, -0.9, 0.1, 0.8, 1, -3.6, 0.9, -16.0, 10.3
> Cc1cc(C)c(NC(=O)Cn2cc3c(n2)CCCC3)c(C)c1
  1, 0.7, -10.1, -3.6, -3.2, 1, -3.5, 0.9, 3.3, 8.8
> COc1ccc(/C=C/C(=O)Nc2ccccc2C(=O)O)cc1
  0.1, 0.5, -3.3, -4.2, -1.9, 1, 95.0*, 1, -152.4, -2.4
> Cc1ccc(C(=O)CC2(O)C(=O)N(CCc3ccccc3)c3ccc(Br)cc32)o1 (stereo not given)
  1, 0.1, 5.4, 2.9, -5.7, 1.1, -2.3, 1, -14.0, -3.6
> CCOC(=O)CSc1ccc(C(=O)Nc2ccc(OC)cc2)cn1
  0.7, 2.6, -12.4, -0.8, -4.6, 1, 27.1, 0.9, 4.2, 5.5
> Cc1ccc(-c2c(C#N)c(N)nc3c2CCCCCC3)o1
  1, 4.8, -10.2, -4.2, -1.4, 1, -3.4, 0.9, -13.1, 9.2
> Cc1nn(CC2CC2)c(=O)n1-c1ccc(Oc2ccccc2)cc1
  1, 2.7, -1.0, -11.5, 5.2, 0.9, -0.7, 1.1, -14.5, -6.0
> CN1CCN(C(=O)CCCOc2ccc(Cl)cc2Cl)CC1
  1, 0.0, -4.7, 7.6, -6.9, 1.1, 0.7, 1.1, -8.8, -11.5
> Cc1ccc(CNC(=O)/C=C/c2ccc(Br)o2)cc1
  1, -0.7, -14.4, -5.8, -2.0, 1, -0.1, 1, 3.4, 1.6
> O=S(=O)(Nc1ccccn1)c1ccc(Oc2ccccc2)cc1
  1, 0.8, -7.6, -13.8, -1.5, 1, -3.7, 1, 3.0, 4.5
> COc1ccc(C(=O)N2CCn3c(C)ccc3C2C)cc1 (stereo not given)
  1, 1.2, -11.6, 2.0, -5.4, 1.1, 2.1, 1.2, -7.4, -16.2
> COc1ccccc1/C=C/C(=O)NCC(=O)N/N=C/c1ccccc1[N+](=O)[O-]
  1, -0.6, -9.6, 5.7, -4.8, 1, -1.2, 0.9, -10.4, 8.8
> Cc1cc(=O)oc2cc(OCC(=O)OCC(=O)NC(C)C)ccc12
  1, 0.8, -6.7, -6.4, -1.4, 1, 3.5, 1.1, -28.1, -12.0
> CCC1CCCCN1C(=O)c1cc2cc(Br)ccc2oc1=O (stereo not given)
  1.1, 1.6, -12.4, -6.1, -7.5, 1.1, -5.3, 0.9, -10.1, 10.7
> O=C(Nc1ccc2nn(-c3ccccc3)nc2c1)c1cccs1
  1, 5.2, -6.8, -2.4, -1.8, 1, 4.9, 1, -73.6, 1.9
> CCc1ccccc1NC(=S)/N=C(\N)Nc1nc(C)c2cc(C)ccc2n1
  1, 0.1, -18.0, 18.1, -2.5, 1, -3.8, 1.1, -10.8, -7.1
> CCOc1ccc(NC(=S)N2CCN(c3ccc(N4CCOCC4)nn3)CC2)cc1
  1, 1.8, -12.8, 8.8, -2.8, 1, -3.6, 1.1, -23.1, -14.1

# Rewritten with bars between the fields: 4 of the compounds above.
SMILES | FLuc act counter | RAM inhibit | TNAP inh no acc | L major viab | TNAP inh hiacc | TNAP act hi DEA | FLuc inh counter | bIAP activator | APP 5UTR inh | bIAP inh
Cc1cc(C)n(Cc2ccc(Cl)cc2Cl)c(=O)c1S(=O)(=O)c1ccccc1 | 1 | 8.9* | -17.9 | -1.3 | 0.5 | 1 | 3.9 | 0.8 | -7.8 | 24.9
O=C(Nc1ccc2nn(-c3ccccc3)nc2c1)c1cccs1 | 1 | 5.2 | -6.8 | -2.4 | -1.8 | 1 | 4.9 | 1 | -73.6 | 1.9
Cc1ccc(CNC(=O)/C=C/c2ccc(Br)o2)cc1 | 1 | -0.7 | -14.4 | -5.8 | -2.0 | 1 | -0.1 | 1 | 3.4 | 1.6
Cc1ccc(C(=O)CC2(O)C(=O)N(CCc3ccccc3)c3ccc(Br)cc32)o1 (stereo not given) | 1 | 0.1 | 5.4 | 2.9 | -5.7 | 1.1 | -2.3 | 1 | -14.0 | -3.6

# High-throughput results (PubChem)
